# Source: PubChem
# RSV antiviral HEp-2: inhibition of RSV-induced cytopathic effect – HEp-2 cells, primary 10 µM value included (AID 2391); one-dose CPE inhibition, % at 10 µM; IC50 in µM for titrated hits; HEp-2 cells, RSV-induced CPE inhibition; higher % means a stronger effect; 310,000 tested, 0.13% active; in the data active = a potency from the dose series; inconclusive = CPE inhibition mostly from about 23% at the one dose, without a potency; inactive = the rest, 99 in 100 with CPE inhibition below about 21%; also: strong numbers were not always called active
# NS5 inhibitors: Dengue-2 NS5 methyltransferase inhibitors, primary screen, biochemical, confirmation dose response (AID 588689). Dengue-2 NS5 methyltransferase capping enzyme assay, biochemical; higher % means a stronger effect. one-dose inhibition, % at 25 µM; IC50 in µM for titrated hits. 340,000 tested, 0.3% active; in the data active = a potency from the dose series; inconclusive = inhibition above about 29% without an active follow-up result
# GPR35 antagonists: GPR35 antagonists blocking zaprinast-driven arrestin recruitment, primary screen, imaging, U2OS, beta-arrestin-GFP, zaprinast agonist (AID 2058); U2OS GPR35 beta-arrestin-GFP translocation imaging, zaprinast antagonism; higher % means a stronger effect; inhibition, % at 10 µM; hits with a dose series show IC50 in µM; 290,000 tested, 0.052% active;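 active = inhibition of at least 50% with at least 30 cells and total cytoplasm GFP at most 10,000,000; inconclusive = under 30 cells or total GFP of 10,000,000 plus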
# MgcRacGAP inhibition: MgcRacGAP GTPase-activating activity inhibitors, confirmation, biochemical, ADP Hunter fluorescence; MgcRacGAP-stimulated Rac1 GTP hydrolysis, ADP Hunter fluorescence; higher % means a stronger effect; GST-tagged Rac1 F28L mutant substrate; one-dose inhibition, % at 30 µM; IC50 in µM for titrated hits; 340,000 tested, 0.6% active;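 active = first-screen hits whose inhibition reached a set limit at any dose in the follow-up dose series; inconclusive = inhibition above the set first-screen limit but never retested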;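 also: fluorescence reports GDP produced by GAP-driven GTP hydrolysis; strong numbers were not always called active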
# HIV peptide binding: inhibitors of HIV fusion peptide binding, primary screen, biochemical, uHTS, fluorescence dequenching (AID 1986) | 290,000 tested, 0.3% active | cell-free peptide binding, fluorescence dequenching, 30 min; higher % means a stronger effect | inhibition, % at 20 µM; hits with a dose series show IC50 in µM; in the data active = inhibition mostly above about 52%, no sharp cut-off; inactive = mostly below about 76%; also: some results filed as inactive read as strong as hits
# PhoP inhibition: PhoP-dependent GFP reporter repression – Salmonella Typhimurium, primary screen (AID 1863) | S. Typhimurium PhoP-regulated promoter GFP reporter, 4 h; higher % means a stronger effect | 300,000 tested, 0.16% active | one-dose inhibition, % at 50 µM; IC50 in µM for titrated hits;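 active = inhibition over 29.93%, a cutoff 3 SD above the screen mean, later confirmed by dose response; inconclusive = inhibition over 29.93% but no dose response follow-up; inactive = inhibition at most 29.93% or unconfirmed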;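 also: 0% = low Mg2+ inducing control and 100% = high Mg2+ repressing control; strong numbers were not always called active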
# GPR55 antagonists: GPR55 antagonists blocking LPI-driven arrestin recruitment, primary screen, imaging, U2OS, beta-arrestin-GFP, LPI agonist (AID 2013). U2OS GPR55 beta-arrestin-GFP translocation imaging, LPI antagonism; higher % means a stronger effect. 290,000 tested, 0.13% active. one-dose inhibition, % at 10 µM; IC50 in µM for titrated hits;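 active = spots per cell inhibited over 60%, with over 100 cells counted and total cytoplasm intensity under 500,000; inconclusive = wells with under 100 cells, flagged as likely toxic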;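 also: U2OS cells stably carrying GPR55 and arrestin-GFP stimulated by 5 µM LPI near EC80; imaged beta-arrestin-GFP aggregate spots per cell after agonist stimulation; plate controls were LPI-stimulated DMSO wells for no effect and DMSO wells without LPI for full effect; some results filed as inactive read as strong as hits; confirmed hits need IC50 under 10 µM and bright autofluorescent wells are also inconclusive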
# UTI89 phage lysis: protection from phage-mediated lysis, alamar blue read-out – E. coli UTI89, K1F phage, bacterial capsule biogenesis inhibitors (AID 488966) | E. coli UTI89 K1F phage lysis, alamar blue, 2 h; higher % means a stronger effect | inhibition, % at 100 µM; hits with a dose series show IC50 in µM | 340,000 tested, 0.02% active;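 active = phage lysis inhibition, versus mean bacterial control, above a set limit; inconclusive = no clear call, values can overlap the other calls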;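 also: capsule biogenesis inhibitors block K1F phage lysis so surviving cells raise fluorescence; higher fluorescence means more inhibition of phage lysis; actives were called in the ten point dose series up to 300 µM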
# Large T inhibition: SV40 large T antigen inhibitors, biochemical (AID 1903); SV40 large T antigen ATPase/helicase inhibition assay; higher % means a stronger effect; 310,000 tested, 0.39% active; one-dose inhibition, % at 20 µM; IC50 in µM for titrated hits; in the data active = a potency from the dose series; inconclusive = inhibition mostly from about 32% at the one dose, without a potency; inactive = the rest, 99 in 100 with inhibition below about 32%; also: strong numbers were not always called active
# * marks the source's active call; other numbers are inactive results; ? = inconclusive; / = no result given; [ ] = remark or other dose.
SMILES,RSV antiviral HEp-2,NS5 inhibitors,GPR35 antagonists,MgcRacGAP inhibition,HIV peptide binding,PhoP inhibition,GPR55 antagonists,UTI89 phage lysis,Large T inhibition
Cc1ccc(S(=O)(=O)NC(CC(C)C)C(=O)N2CCOCCOCCOCCOCC2)cc1 (configuration not stated),1.6%,-4%,-8%,-4%,-1.4%,2%,-8%,0.1%,23%
O=C(N/N=C/c1c(O)n(-c2ccc(Cl)cn2)c(=O)c2ccccc12)C1CC1,1.6%,-4%,14%,22%,1.3%,4%,-2%,0.5%[50 µM],33%
Cc1ccc(C(=O)N2CCN(C)CC2)cc1S(=O)(=O)N1CCOCC1,0.9%,-3%,-14%,3%,-0.6%,-3%,-21%,-0.1%[50 µM],-4%
NNC(=O)c1ccc2c(c1)S(=O)(=O)NNC2=O,0.2%,2%,0%,5%,0.1%,5%,-7%,-0.8%,13%
CCOc1ccc(NC(=O)C(CC(=O)O)Cc2ccccc2)cc1 (configuration not stated),-1.0%,-7%,1%,2%,0.3%,7%,5%,-2.0%,9%
CC(=O)N1N=C2c3ccccc3CCC2C1c1ccc(F)cc1 (configuration not stated),1.9%,/,15%,/,0.3%,4%,2%,/,1%
COc1cc(CNc2ccc3[nH]c(=O)[nH]c3c2)cc(Br)c1OCc1ccc(F)cc1,3.2%,3%,6%,21%,1.3%,13%,16%,-0.7%[50 µM],6%
COc1ccc(C(C(=O)NC2CCCCC2)N(CC2CCCO2)C(=O)CCCC(=O)Nc2ccccn2)cc1 (configuration not stated),/,-10%,-3%,4%,-0.6%,/,15%,-0.4%,/
CCOC(=O)c1ccccc1NS(=O)(=O)c1ccccc1F,2.7%,0%,9%,0%,0.9%,1%,6%,1.6%,4%
Cn1nc(-c2ccccc2)c(-c2nc(-c3cccc(C(F)(F)F)c3)no2)c1Cl,2.9%,-4%,-3%,10%,-1.2%,-7%,15%,0.7%,17%
CCOc1cc(S(=O)(=O)N2CCC(c3nc4ccccc4s3)CC2)c(OCC)cc1S(=O)(=O)N1CCCCC1,1.0%,-5%,17%,3%,32%,0%,0%,2.9%,-2%
CC1=NN(c2nc(-c3ccc(C)cc3)cs2)C(=O)C1N=Nc1cccc(O)c1 (configuration not stated),5.5%,-8%,-3%,5%,19%,-6%,17%,-0.4%,15%
CC1=CC(C)(C)Nc2ccc(OC(=O)C(Cc3ccccc3)N3C(=O)C4CCCCC4C3=O)cc21 (configuration not stated),16%,0%,-2%,5%,-1.2%,-5%,4%,3.6%,6%
O=C(COC(=O)c1ccccc1F)NC(=O)NC1CCCC1,0.7%,11%,/,0%,/,/,/,0.5%[50 µM],/
COc1ccc(S(N)(=O)=O)cc1C(=O)N(C)CC(=O)Nc1ccc(N2CCOCC2)cc1,0.7%,4%,-13%,2%,-0.3%,5%,-6%,1.6%[50 µM],-8%
CS(=O)(=O)N1CCN(C(=S)NCc2ccc(Cl)cc2)CC1,2.3%,/,-10%,/,-1.4%,-2%,-8%,/,3%
Cc1cccc(N/N=C/c2ccccc2O)c1,8.9%,-8%,-11%,8%,0.0%,4%,-2%,-1.2%[50 µM],11%
CCS(=O)(=O)N1CCC(C(=O)NCc2ccc(F)cc2Cl)CC1,0.6%,-4%,24%,0%,-0.6%,6%,12%,0.5%,13%
Cc1cc2c(c(SCC(=O)NCc3ccc(Cl)cc3)n1)C(=O)OC2,0.0%,-3%,2%,3%,-2.5%,0%,-7%,0.5%,12%
CNC(=O)c1cc(-c2ccc(Cl)cc2)n(-c2ccccc2)n1,0.3%,-3%,-3%,11%,-0.3%,/,5%,0.1%,11%
CCc1ccc(CN(C)Cc2nc(Cc3ccc(OC)c(OC)c3)no2)nc1,7.8%,-4%,-16%,10%,0.1%,0%,-3%,-0.1%,12%
COc1ccccc1-c1cc(C(=O)Nc2cc(C)n(Cc3ccc(Cl)cc3)n2)no1,1.3%,-5%,8%,6%,2.6%,-2%,19%,9.2%,4%
O=C(CSc1n[nH]c(=O)[nH]c1=O)Nc1ccc(Br)cc1Br,9.3%,0%,/,3%,/,/,/,1.3%[50 µM],/
COc1ccc(Cl)cc1NC(=O)NCc1ccc2c(c1)OCO2,1.0%,-2%,10%,7%,0.6%,-3%,2%,1.4%[50 µM],8%
O=C(NCC(c1ccco1)N1CCN(c2ccc(F)cc2)CC1)c1ccco1 (configuration not stated),-1.8%,-1%,/,12%,/,3%,/,1.6%[50 µM],10%
# More structures follow:
SMILES,RSV antiviral HEp-2,NS5 inhibitors,GPR35 antagonists,MgcRacGAP inhibition,HIV peptide binding,PhoP inhibition,GPR55 antagonists,UTI89 phage lysis,Large T inhibition
Cc1ccc(NC(=O)O/N=C/c2ccc(F)cc2)cc1,2.0%,-4%,8%,9%,0.0%,0%,9%,0.3%,3%
O=C1NC(=S)N(c2cccc(Cl)c2)C12CCCCC2,5.4%,-4%,1%,7%,2.3%,5%,8%,1.0%,-3%
O=c1[nH]c2ccc(S(=O)(=O)N3CCN(c4ccccc4F)CC3)cc2s1,3.1%,-6%,-28%,4%,6.2%,1%,9%,-0.3%,0%
CCOC(=O)c1cc2n(c1N)-c1ccccc1C2=O,3.5%,?,-10%,4%,5.5%,6%,0%,0.3%,12%
Cc1cccc(NC(=O)NN2CCN(C)CC2)c1C,-0.8%,-4%,-9%,9%,-1.1%,0%,2%,1.4%[50 µM],0%
CCc1cccc(NC(=O)CCS(=O)(=O)c2cccc3nonc23)c1,3.9%,-11%,13%,5%,-2.1%,-3%,0%,1.7%,3%
COC(=O)Nc1ccc(S(=O)(=O)N2CCN(C)CC2)cc1,1.4%,-4%,16%,2%,6.3%,-7%,7%,4.5%,10%
COc1ccc(C(C)=O)cc1CSc1nnnn1-c1ccc(O)cc1,11%,-3%,-15%,8%,0.7%,0%,-3%,-0.6%,16%
O=C1c2cccnc2C(O)N1C1CCCCC1 (configuration not stated),0.0%,-9%,0%,3%,-1.3%,-5%,-6%,-0.3%,15%
O=C(Nc1ccc(Cl)cn1)c1ccc(COCC(F)(F)C(F)F)o1,?,1%,-4%,4%,1.5%,9%,6%,3.8%,8%
COc1ccc(C(=O)N2CCN(Cc3nc(CC4CC4)no3)CC2)cc1,0.3%,-10%,-6%,11%,-1.3%,5%,9%,-0.1%,8%
COc1ccc(S(=O)(=O)N2CCOC2CNC(=O)C(=O)NCc2cccnc2)cc1OC (configuration not stated),-0.1%,-6%,14%,9%,0.8%,-4%,-10%,0.7%[50 µM],26%
CCCCOc1ccc(Nc2cc(Cl)ccc2C(=O)O)cn1,3.4%,60µM*,-2%,7%,57%,-6%,9%,-0.3%,15%
COc1ccc(CCNC(=O)C2CCN(C(=O)c3ccccc3C)CC2)cc1,1.7%,-3%,12%,12%,3.2%,-1%,5%,-0.9%[50 µM],4%
Cc1ccc2c(c1)CN1CN2Cc2cc(C)ccc21,0.7%,0%,4%,4%,-0.8%,-3%,-3%,0.7%,13%
CC(C)CNC(=O)c1noc2c1CCCC2,-1.0%,-6%,-6%,7%,0.0%,14%,2%,-0.6%,0%
CC(C)Cn1c(N)c(C(=O)COC(=O)c2ccc3c(c2)OCCO3)c(=O)n(C)c1=O,6.6%,-7%,-13%,4%,-3.1%,-2%,-4%,0.7%,14%
Cc1nnc(SC(C)C#N)n1-c1ccccc1 (configuration not stated),1.5%,-2%,-11%,-2%,-1.0%,0%,7%,-1.2%,7%
COc1ccc(OC)c(-c2csc(NC(=O)c3ccc4c(c3)OCO4)n2)c1,7.4%,1%,-13%,7%,0.9%,-11%,2%,0.9%,7%
O=[N+]([O-])c1ccc(Cl)c(NC2=NCCCCC2)c1,1.2%,1%,-2%,4%,2.6%,0%,8%,-1.1%,3%
Cc1oc(-c2cccc(Cl)c2)nc1CN1CCCC(C(=O)NCCCN2CCOCC2)C1 (configuration not stated),-3.8%,-4%,1%,8%,-4.0%,-4%,9%,0.2%,2%
Cc1ccc(C(=O)Cn2cccn2)cc1,1.7%,-3%,3%,2%,-0.8%,-3%,0%,-0.1%,7%
CN(C)CCCn1c(=O)n(CCc2ccccc2)c(=O)c2c3c(sc21)CCCCC3,4.4%,3%,-5%,10%,-0.8%,9%,-2%,-1.3%,7%
Cc1ccc2nc(N(CCCN(C)C)C(=O)c3ccc4c(c3)CCCC4)sc2c1,8.6%,4%,-9%,10%,0.7%,10%,45%,-0.9%,14%
COc1cc(/C=c2\sc3nc(-c4ccncc4)nn3c2=O)ccc1OC(C)=O,/,/,16%,/,0.0%,8%,16%,/,22%
# Further entries follow.
SMILES,RSV antiviral HEp-2,NS5 inhibitors,GPR35 antagonists,MgcRacGAP inhibition,HIV peptide binding,PhoP inhibition,GPR55 antagonists,UTI89 phage lysis,Large T inhibition
CCCC(=O)Nc1nc2ccc(C(=O)OCC)cc2s1,0.6%,-2%,5%,0%,3.2%,8%,-10%,-0.4%,6%
CC(=O)c1sc(NC(=O)COc2ccc(C)c(C)c2)nc1C,0.7%,3%,1%,5%,2.5%,-15%,-3%,1.7%[50 µM],5%
COC(=O)c1ccc(CNC(=O)COC(=O)C2CCC(C(C)(C)C)CC2)cc1 (configuration not stated),0.2%,-1%,-5%,6%,1.5%,-3%,2%,1.4%,5%
Cc1cc(C)nc(NS(=O)(=O)c2ccc(NS(=O)(=O)c3ccccc3)cc2)n1,1.2%,-1%,1%,-3%,2.1%,4%,-8%,-0.3%,10%
CCOC(=O)c1c(NC(=O)CN2CCN(C)CC2)sc(C(=O)Nc2ccccc2)c1C,-2.5%,0%,3%,9%,-0.6%,-6%,13%,0.1%,5%
CC1C(=O)N(Cc2ccc([N+](=O)[O-])cc2)c2ccccc2N1C(=O)c1c(F)cccc1F (configuration not stated),?,-6%,-11%,6%,-2.1%,8%,0%,0.4%,23%
O=C(NCCCN1CCCC1=O)c1cn(-c2ccccc2)nc1-c1ccccc1,2.0%,2%,-7%,7%,1.1%,-1%,7%,0.1%,10%
C=CCN=Cc1c(C)[nH]n(-c2ccccc2)c1=O,-0.1%,-7%,-4%,9%,0.3%,-1%,0%,0.1%,12%
C=CCOc1ccc(C=Nc2cccc(Cl)c2)c(O)c1,2.2%,-4%,-19%,5%,-2.3%,-5%,-3%,-0.2%,14%
